S-ASM inh: Inhibitors of Secretory Acid Sphingomyelinase (S-ASM): qHTS | placental ASM, HMU-PC fluorogenic substrate, 60 min | actives 0.006% (n = 340,000) | Potency, µM (doses to about 57.5 µM), for the others: top-dose activity change, negative = inhibition, actives largely listed as inhibitors; also: potency is read from the fitted curve at half-maximal effect
Target sequence (P17405 47-631 limits assumed): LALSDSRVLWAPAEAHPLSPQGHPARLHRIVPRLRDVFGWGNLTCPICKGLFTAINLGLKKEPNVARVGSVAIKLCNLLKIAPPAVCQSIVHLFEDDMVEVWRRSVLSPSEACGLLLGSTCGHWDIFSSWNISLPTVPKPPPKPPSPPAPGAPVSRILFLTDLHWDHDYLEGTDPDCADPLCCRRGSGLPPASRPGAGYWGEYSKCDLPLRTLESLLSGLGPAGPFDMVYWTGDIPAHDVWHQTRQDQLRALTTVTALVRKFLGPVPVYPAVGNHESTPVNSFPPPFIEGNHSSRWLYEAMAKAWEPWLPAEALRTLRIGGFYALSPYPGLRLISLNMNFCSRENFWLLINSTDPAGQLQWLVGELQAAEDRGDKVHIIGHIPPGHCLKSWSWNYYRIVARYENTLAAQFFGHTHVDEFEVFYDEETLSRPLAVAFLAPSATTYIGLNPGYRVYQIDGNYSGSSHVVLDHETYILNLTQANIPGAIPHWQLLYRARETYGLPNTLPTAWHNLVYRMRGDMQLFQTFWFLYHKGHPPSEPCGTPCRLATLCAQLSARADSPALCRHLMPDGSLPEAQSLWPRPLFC
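Fluorescence read-out (Ex 386 nm, Em 447 nm) after stopping the reaction at pH 10. Enzyme: ASM from human placenta; substrate HMU-PC0, 9 uM final; 60 min, 37 °C. Compound preincubation 10 min, ambient temperature.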
GALK inh: qHTS Assay for Inhibitors of Human Galactokinase (GALK); P51570; Purified GALK, Kinase-Glo residual ATP luminescence; Potency, µM (top dose mostly 57.5 µM), for inactives: top-dose activity change, negative = inhibition, actives largely listed as inhibitors; actives 0.007% (n = 270,000); also: potency is read from the fitted curve at half-maximal effect; % is scaled to controls: 0 for no effect and ±100 for the full control effect
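ATP-depletion format; final 35 uM ATP, 100 uM D-galactose, 5 nM enzyme; pH 8.0 HEPES/Mg2+ buffer; 60 min RT; luminescence read 10 min after detection reagent.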
FBPA coupling cs: qHTS Assay for Inhibitors of Fructose-1,6-bisphosphate Aldolase from Giardia Lamblia: Coupling assay counterscreen. actives 0.67% (n = 290,000). activity change, negative = inhibition, % at 58.2 µM, hits read low. coupling enzyme system counterscreen, AmpLite Red fluorescence; in the data active = activity change below about -30%; also: % is scaled to controls: 0 for no effect and ±100 for the full control effect
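First, compound is pin-transferred into glyceraldehyde-3-phosphate coupling-enzyme reagent at 57.5 uM final and held 10 min at RT. Next, substrate, coupling system and AmpLite Red are added. After 20 min RT, fluorescence (525/598 nm) is read.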
MBNL1-CUG inh: qHTS Assay for Inhibitors of MBNL1-poly(CUG) RNA binding | Muscleblind-like protein 1 (Homo sapiens), Q9NR56 | TR-FRET MBNL1-His/biotin-(CUG)12 binding, 665/545 ratio | Potency, µM (highest dose often 57.5 µM), without a hit: top-dose activity change, negative = inhibition, hits mostly inhibitors | actives 0.036% (n = 280,000); active = well fitted inhibition curve with a large enough effect in the signal ratio, with a control signal flat, not every such curve was filed as active; inconclusive = small, poorly fitted or top-dose-only effect, or effect the other way, or a change in a side signal; inactive = no such curve, though single readings can be large or run the other way; the % refers to the signal ratio; also: potency is read from the fitted curve at half-maximal effect; % is scaled to controls: 0 for no effect and ±100 for the full control effect
Target sequence (Q9NR56 whole entry, looked up): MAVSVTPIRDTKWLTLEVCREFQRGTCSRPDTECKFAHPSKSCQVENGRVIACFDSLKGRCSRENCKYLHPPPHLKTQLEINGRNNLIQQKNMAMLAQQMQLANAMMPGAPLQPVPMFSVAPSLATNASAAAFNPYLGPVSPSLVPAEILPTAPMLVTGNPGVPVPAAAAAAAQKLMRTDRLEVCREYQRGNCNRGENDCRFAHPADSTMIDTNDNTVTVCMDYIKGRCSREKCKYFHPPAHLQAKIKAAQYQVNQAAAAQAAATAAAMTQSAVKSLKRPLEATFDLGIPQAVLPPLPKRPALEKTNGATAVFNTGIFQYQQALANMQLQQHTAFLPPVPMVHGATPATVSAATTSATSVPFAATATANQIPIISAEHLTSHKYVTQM
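MBNL1-His + Biotin-(CUG)12, cpd titration 92 nM–58 uM; Tb anti-His Ab 0.055 ng/ul, SA-XL665 5 nM (final); 60 min RT; ratiometric 665/545 nm, Ex 340 nm; normalized to buffer and full-complex controls.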
CXXC DNA block: qHTS Fluorescence Polarization Assay for Inhibitors of MLL CXXC domain - DNA interaction; MLL-CXXC / FITC-HOXA9 DNA fluorescence polarization; AID 2662, 2010; Potency, µM (top dose mostly 115 µM), for the others: top-dose activity change, negative = inhibition, most hits filed as inhibitors; actives 0.037% (n = 290,000); Histone-lysine N-methyltransferase 2A (Homo sapiens), Q03164; active = well fitted inhibition curve with a large enough effect in the polarisation, with a control signal flat, not every such curve was filed as active; inconclusive = small, poorly fitted or top-dose-only effect, or effect the other way, or a change in a side signal; inactive = no such curve, though single readings can be large or run the other way; the % refers to the polarisation; also: potency is read from the fitted curve at half-maximal effect
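Steps: dispense CXXC domain solution (7 uM) → pin compounds or unlabeled HOX-A9 DNA control → 5 min ambient → add FLSN-HOX-A9 solution (50 nM) → spin → 30 min ambient → fluorescence polarization. Tris pH 7.5/NaCl/DTT/BSA buffer.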
TRPV1 ag: HTS Assay for Compounds that Act as Agonists of the Vanilloid Receptor 1; Transient receptor potential cation channel subfamily V member 1 (Homo sapiens), Q8NER1; TRPV1-expressing cells, Fluo-8 calcium influx, agonist mode; activation, % at 8.33 µM; actives 0.19% (n = 320,000); in the data active = activation above about 80%; inconclusive = between about 30% and that limit; also: 0% is about no effect
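Fluo-8 calcium influx in TRPV1-expressing cells, kinetic read (ex 480/em 520 nm). Compound added and read 3 min for agonist activity, followed by capsaicin at EC20 final and 2 min further read for enhancement.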
AT treatment: qHTS Assay for Identifying a Potential Treatment of Ataxia-Telangiectasia; actives 0.19% (n = 320,000); […] A-T fibroblasts, KAP-1 phosphorylation AlphaLISA; neocarzinostatin DNA damage 30 min before lysis; Potency, µM (doses to about 57.5 µM), inactives show at the highest dose activation, most hits filed as activators; AID 485349, 2010; also: potency is read from the fitted curve at half-maximal effect; % of control where 0% means no effect; nearly all actives have a fitted effect of over 45% in size
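ATM-like activity read as KAP-1 phosphorylation via AlphaLISA donor/acceptor antibody pairs after lysis and 6 hr at 25C. Cells were ATM-null patient fibroblasts ([…], hTERT), dosed 60 min, then exposed to the DSB inducer NCS for 30 min.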
hERG WT inh: qHTS for Inhibitors of KCHN2 3.1: Wildtype qHTS | actives 0.37% (n = 340,000) | activity change, % at 1.84 µM | U2OS, BacMam KCNH2, thallium flux FluxOr; hits give low values | Voltage-gated inwardly rectifying potassium channel KCNH2 (Homo sapiens), Q12809;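 active = maximum activity change below -70%; inconclusive = maximum activity change between -70% and -50%; inactive = maximum activity change above -50%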; also: % is scaled to controls: 0 for no effect and ±100 for the full control effect
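U2OS cells were transduced with wild-type KCNH2 virus (2.03 x 10^8 / mL) for 4 h at room temperature, then cultured overnight at 37 C. Thallium flux was read with FluxOr dye. Rate constants were normalized to DMSO controls.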
Integrin act MD: qHTS for Activators of Integrin-Mediated Alleviation for Muscular Dystrophy. Potency, µM (doses to about 38.3 µM), without a hit: at the top dose activation, actives largely listed as activators. actives 0.064% (n = 350,000). alpha7betagal myoblasts, beta-gal FDG fluorescence, 48 h;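 also: potency is read from the fitted curve at half-maximal effect; 100% = response of the positive control SU9516; nearly all actives have a fitted effect of over 60% in size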
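alpha7betagal+/- myoblasts (passage 13, 250/well) treated 48 h at 37C with compounds at 1:260 dilution of DMSO stock. Lysed, then beta-galactosidase activity read as FDG fluorescence (ex 480/em 540) after 30 min, with pre-read for autofluorescence.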
KCNH2 3.1 inh: qHTS for Inhibitors of KCHN2 3.1: Mutant qHTS; U2OS KCNH2 3.1, thallium flux FluxOr; hits give low values; activity change, % (tested at about 1.8 µM); actives 0.95% (n = 340,000); AID 720553, 2013;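 active = maximum activity change below -70%; inconclusive = maximum activity change from -70% to -50%; inactive = maximum activity change above -50%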;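 also: thallium influx rate constant from kinetic fluorescence after stimulation buffer; % is scaled to controls: 0 for no effect and ±100 for the full control effect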
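U2OS cells transduced with KCNH2 3.1 mutant virus (1.77 x 10^8 /mL, 4 h), plated overnight at 37 C, loaded 45 min with FluxOr dye plus Red40 quencher. Thallium flux rate constant from kinetic reads after stimulation buffer, normalised to controls.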
The depositor's hits bear a star; ? = inconclusive; nt = no result given; & = joins results of further samples; [ ] = remark or other dose. Unless noted, calls follow the shape of the dose curve; as a rule, active = well fitted curve in the direction sought with a large enough effect; inconclusive = small, poorly fitted or top-dose-only effect, or another doubt; inactive = no such curve, though single readings can be large; an effect the other way counts as inactive or inconclusive.

SMILES	S-ASM inh	GALK inh	FBPA coupling cs	MBNL1-CUG inh	CXXC DNA block	TRPV1 ag	AT treatment	hERG WT inh	Integrin act MD	KCNH2 3.1 inh
O=C(Nc1ccc(-n2cnnn2)cc1)C1CCCN1C(=O)NC1CCCCC1 (stereo not given)	2%	3%	3	5%	1%	5	1%	33	-2%	-1
CC(=O)Nc1ccc(S(=O)(=O)N2CCC3(CC2)OCCO3)cc1	7%	-3%	nt	-4%	7%	3	-1%	12	-9%	12
Cc1cc(NC(=O)CO/N=C/c2ccc3c(c2)OCO3)ccc1Br	-5%	0%	0	-3%	-17%	3	7%	-10	?	13
COc1ccccc1CNC(=O)C(NC(=O)c1ccc(C)cc1)C(C)C (stereo not given)	0%	0%	1	-7%	7%	1	-3%	4	-14%	6
CCN(c1ccccc1)S(=O)(=O)c1ccc(Oc2ccccc2)c(N)c1	-3%	nt	nt	nt	nt	nt	nt	-2	16%	-1
COc1cc(NC(=O)c2cc(OC)c(OC)c(OC)c2)c(OC)cc1NC(=O)CN1CCCCC1	7%	-2%	0	-6%	1%	-9	-12%	-8	-8%	-8
CCOc1ccccc1NC(=O)c1ccc(S(=O)(=O)N2CCOCC2)cc1	-1%	-1%	1	8%	0%	18	-7%	-6	11%	4
Oc1ccccc1-c1cc(C(F)(F)C(F)F)[nH]n1	-8%	0%	0	-3%	-2%	1	4%	-10	-35%	-6
COc1cccc(NC(=S)N2CCC(NC(=O)C3CCCCC3)CC2)c1	-3%	-3%	0	0%	5%	0	1%	-17	34%	-6
CC1CCCCN1C(=S)NC(=O)c1ccccc1 (stereo not given)	6%	nt	nt	nt	nt	6	-2%	2	1%	20
O=C(O)CC(c1ccccc1)n1cnnn1 (stereo not given)	3%	1%	6	-10%	-1%	4	-6%	-5	2%	9
C=CCC1(C#N)C(=S)NC(C)=C(C(=O)OCC)C1c1ccccc1 (stereo not given)	-2%	-2%	3	-6%	18%	11	19%	3	4%	-6
CC(C)NC(=O)c1ccc(CSCc2ccccc2Cl)o1	-1%	-2%	1	-6%	1%	?	-2%	-8	-38%	2
COc1ccccc1-c1ccc(/C=N/O)o1	-3%	-1%	-1	2%	-4%	3	9%	-1	14%	2
CCc1ccc(CCC(=O)Nc2ccc(C)c(C)c2)o1	5%	0%	1	-5%	8%	2	3%	-4	5%	-14
O=c1oc2ccc(C#CC3(O)CCCCC3)cc2cc1-n1cc(-c2ccccn2)nn1	54%	nt	nt	nt	nt	nt	3%	-17	21%	-8
O=C(CN1CCN(S(=O)(=O)c2ccc3c(c2)OCCO3)CC1)Nc1cccc(F)c1	0%	nt	nt	nt	nt	2	14%	0	7%	15
CCn1ccc2cc(OC)ccc2c1=S	-4%	4%	-83*	?	-1%	3	10%	-14	?	2
CCCCC(C)(O)C/C=C/[C@H]1[C@H](O)CC(=O)[C@@H]1CCCCCCC(=O)OC (stereo not given in full)	nt	nt	1&9	6%	5%&7%	0	5%	nt	nt	nt
O=C1C2C(c3ccccc3)C=CC(c3ccccc3)C2C(=O)N1CCCO (stereo not given)	-9%	0%	8	-1%	-2%	?	-3%	3	11%	7
COc1ccccc1NC(=O)c1cnc(Nc2ccccc2OC)c2ccccc12	84%[activator]	2%	-2	nt	14%	3	8%	5	-14%	7
COCCOC(=O)c1[nH]c2c(c1C)C(=O)CC(c1ccc(OC)cc1)C2 (stereo not given)	-1%	2%	4	0%	19%	0	-1%	-6	-8%	-8
Cc1ccc(S(=O)(=O)N2CCN(C(=O)CSc3nnc(C)c(=O)[nH]3)CC2)cc1	-1%	-1%	2	2%	-8%	1	0%	-7	-16%	3
CCCn1cc(CN2CCC(Cc3cccc(F)c3)(C(=O)OCC)CC2)c(C)n1	-1%	0%	2	?	-13%	13	0%	4	-17%	-1
CC(C)(C)NS(=O)(=O)c1ccc(NS(=O)(=O)Cc2ccccc2)cc1	-3%	-2%	-1	-3%	-3%	-3	-1%	-1	13%[7.66 µM]	-4
CCOC(=O)C1=CN(Cc2ccco2)S(=O)(=O)N(CC)C1c1ccc(C(F)(F)F)cc1 (stereo not given)	4%	nt	nt	nt	nt	nt	-11%	-1	-7%	-20
CN(CC(=O)NCc1ccc2c(c1)OCO2)CC(=O)Nc1ccc(F)c(F)c1F	0%	nt	nt	nt	nt	5	7%	6	4%	1
O=C(CN1C(=O)NC2(CCOc3ccccc32)C1=O)NCCc1ccc(F)cc1 (stereo not given)	3%	nt	nt	nt	nt	nt	0%	-4	-15%	-4
CC(=O)Nc1cccc(C(=O)Nc2ccccc2C(=O)O)c1	-2%	-2%	-4	-12%	-5%	3	-5%	-3	15%	1
COc1ccc(C(=O)NC2CCN(S(=O)(=O)c3ccccc3F)CC2)cc1	-2%	-3%	0	0%	18%	?	9%	-6	-1%	-15
COc1ccc(-c2c3c(=O)n(C)c(=O)n(C)c3cn2-c2cc(OC)ccc2OC)cc1	16%	5%	0	6%	7%	10	nt	28	9%	5
CN(CC(=O)NC1CCCCCC1)S(=O)(=O)c1ccccc1	3%	0%	0	-2%	-6%	2	-1%	-10	-8%	-5
Cc1cc(C)n(C(=O)c2ccc(NC(=O)CC(C)C)cc2)n1	-2%	-2%	2	-1%	-7%	8	0%	12	17%	11
Cc1ccc[n+](-c2nc3ccccc3nc2C(=C=[N-])C#N)c1	0%&-2%	-1%&0%	-3&-5	?	19%&17%	-1&-1	21%&-9%	1&-3	-3%&-5%	9&3
CCOC(=O)N1CCN(C(=O)c2cc3cc(Br)ccc3oc2=O)CC1	0%	1%	0	-5%	1%	3	18%	-16	0%	27
CCCCCC(=O)Nc1cc(S(=O)(=O)N2CCCCC2)ccc1N1CCOCC1	-2%	5%	nt	3%	0%	?	4%	-7	-27%	-6
O=[N+]([O-])c1ccc(CSC2=NCCS2)cc1	-3%	-1%	0	23%	-3%	1	-9%	0	-5%	3
CCn1c(CNC(=O)c2ccccc2F)nnc1SCc1nc2ccccc2c(=O)[nH]1	nt	8%	3	-6%	-3%	-1	2%	nt	nt	nt
COc1cc(-c2ccc(=O)[nH]n2)ccc1OC(F)F	3%	-1%	1&-1&2&4	12%	-1%&1%	-4	nt	-4	nt	0

An excerpt of these results, with bars between the fields:
Compound | S-ASM inh | GALK inh | FBPA coupling cs | MBNL1-CUG inh | CXXC DNA block | TRPV1 ag | AT treatment | hERG WT inh | Integrin act MD | KCNH2 3.1 inh
Cc1ccc(S(=O)(=O)N2CCN(C(=O)CSc3nnc(C)c(=O)[nH]3)CC2)cc1 | -1% | -1% | 2 | 2% | -8% | 1 | 0% | -7 | -16% | 3
CCOc1ccccc1NC(=O)c1ccc(S(=O)(=O)N2CCOCC2)cc1 | -1% | -1% | 1 | 8% | 0% | 18 | -7% | -6 | 11% | 4
CCOC(=O)C1=CN(Cc2ccco2)S(=O)(=O)N(CC)C1c1ccc(C(F)(F)F)cc1 (stereo not given) | 4% | nt | nt | nt | nt | nt | -11% | -1 | -7% | -20
Cc1cc(C)n(C(=O)c2ccc(NC(=O)CC(C)C)cc2)n1 | -2% | -2% | 2 | -1% | -7% | 8 | 0% | 12 | 17% | 11
COc1ccccc1-c1ccc(/C=N/O)o1 | -3% | -1% | -1 | 2% | -4% | 3 | 9% | -1 | 14% | 2
CC1CCCCN1C(=S)NC(=O)c1ccccc1 (stereo not given) | 6% | nt | nt | nt | nt | 6 | -2% | 2 | 1% | 20
COc1cc(-c2ccc(=O)[nH]n2)ccc1OC(F)F | 3% | -1% | 1&-1&2&4 | 12% | -1%&1% | -4 | nt | -4 | nt | 0

Sorted by SMILES length (smallest number first): some entries from above.
SMILES	S-ASM inh	GALK inh	FBPA coupling cs	MBNL1-CUG inh	CXXC DNA block	TRPV1 ag	AT treatment	hERG WT inh	Integrin act MD	KCNH2 3.1 inh
Cc1cc(C)n(C(=O)c2ccc(NC(=O)CC(C)C)cc2)n1	-2%	-2%	2	-1%	-7%	8	0%	12	17%	11
Cc1ccc[n+](-c2nc3ccccc3nc2C(=C=[N-])C#N)c1	0%&-2%	-1%&0%	-3&-5	?	19%&17%	-1&-1	21%&-9%	1&-3	-3%&-5%	9&3
CCOC(=O)N1CCN(C(=O)c2cc3cc(Br)ccc3oc2=O)CC1	0%	1%	0	-5%	1%	3	18%	-16	0%	27

High-throughput results: PubChem BioAssay, National Center for Advancing Translational Sciences (NCATS)
